MEKK3 PB1 HTS: modulators of MEKK3-MEK5 PB1 binding, primary screen, biochemical, wildtype MEKK3, multiplex bead flow cytometry, Alexa488-MEK5; 1.4% of 290,000 active; bead-based flow cytometry, Alexa488-MEK5 binding to MEKK3; actives lie on both sides; 0 = blocked by unlabeled MEK5, 100 = vehicle; binding response (% of control), % at 10 µM; Mitogen-activated protein kinase kinase kinase 3 (Homo sapiens), Q99759;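 active means binding response more than 3 SD above or below the average of its plate-row segment, actives on both sides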;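 further: Alexa488 bead fluorescence after subtracting the streptavidin-only scavenger bead signal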
Target sequence (Q99759 whole entry, looked up): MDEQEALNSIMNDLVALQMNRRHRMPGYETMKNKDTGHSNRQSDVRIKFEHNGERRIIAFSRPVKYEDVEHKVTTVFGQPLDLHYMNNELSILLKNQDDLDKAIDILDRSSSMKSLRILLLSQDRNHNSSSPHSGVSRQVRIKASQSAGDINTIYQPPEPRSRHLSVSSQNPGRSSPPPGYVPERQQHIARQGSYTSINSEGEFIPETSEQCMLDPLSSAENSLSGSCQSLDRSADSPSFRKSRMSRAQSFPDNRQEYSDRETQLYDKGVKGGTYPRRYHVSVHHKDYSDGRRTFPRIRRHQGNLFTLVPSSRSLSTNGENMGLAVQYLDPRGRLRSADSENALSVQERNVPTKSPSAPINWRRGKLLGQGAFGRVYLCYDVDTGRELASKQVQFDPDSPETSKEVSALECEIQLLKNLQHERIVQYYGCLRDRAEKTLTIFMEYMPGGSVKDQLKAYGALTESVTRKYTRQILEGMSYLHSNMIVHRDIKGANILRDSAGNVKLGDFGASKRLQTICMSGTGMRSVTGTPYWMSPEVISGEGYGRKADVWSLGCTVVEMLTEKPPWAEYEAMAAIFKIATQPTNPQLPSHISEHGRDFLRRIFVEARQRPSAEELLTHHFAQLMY
IDE cell activ: human IDE activators in live cells, primary screen, fluorescence polarization, HEK cells, FAbeta-B substrate; 0.073% of 340,000 active; Insulin-degrading enzyme (Homo sapiens), P14735; FAbeta-B cleavage; 0% vehicle, 100% cell-free pure enzyme wells; activation, % at 5.96 µM; AID 493087, 2011;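 active means activation above the mean of all tested compounds plus 3 SD, set per screening campaign, cut at about 17% in these data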
pCIP destab: p/CIP-EGFP fusion destabilizers, primary screen, fluorescence, F442A cells; Q05BA5; 16 h; decrease of EGFP signal, % at 10 µM; 0.01% of 290,000 active;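 active means EGFP signal decrease of at least 30% at 10 µM or well 3 SD below plate mean, unless failing retest; inactive means the rest, including hits failing retest or dose response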; further: some compounds called inactive have numbers as strong as hits; many of its hits are not listed in these tables
DNA FID counter: compounds displacing fluorescent DNA intercalator, primary screen, artefact control for HCV NS3 helicase inhibitor project, biochemical, FID fluorescence; DNA fluorescent intercalator displacement; inhibition, % at 7.9 µM; 0.17% of 290,000 active; in the data active means inhibition above about 37%;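 further: 0% = vehicle and 100% = reference compound; higher means more ethidium bromide displaced from hairpin DNA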
IMP-1 inh: IMP-1 metallo-beta-lactamase inhibitors, primary screen, biochemical, epi-absorbance readout, Pseudomonas aeruginosa enzyme | metallo-beta-lactamase IMP-1 (Pseudomonas aeruginosa) | purified IMP-1, nitrocefin hydrolysis, epi-absorbance fluorescence | inhibition, % at 5.6 µM | 0.45% of 290,000 active | AID 1556, 2009;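 active means inhibition above the mean plus 3 SD of all compounds in the same screening run, cut at about 4.5% in these data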;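 further: 0% = IMP-1 with DMSO and 100% = DMSO wells lacking enzyme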
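Assay system: purified recombinant IMP-1 beta-lactamase. Input: IMP-1 0.2 nM before substrate addition. Buffer or medium: Zinc- and detergent-supplemented HEPES buffer, pH 7.1. Schedule: 25 °C, 15 min preincubation, 25 min reaction. Signal: Epi-absorbance fluorescence, 480 nm excitation, 530 nm emission. Evaluation: percent inhibition from optical density relative to buffer-blank wells.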
PHOSPHO1 inh: PubChem AID 1565; inhibition, % at 13.3 µM; recombinant PHOSPHO1, absorbance phosphatase assay; Phosphoethanolamine/phosphocholine phosphatase (Homo sapiens), Q8TCT1; 1.1% of 290,000 active; in the data active means inhibition above about 60%
Target sequence (Q8TCT1 whole entry, looked up): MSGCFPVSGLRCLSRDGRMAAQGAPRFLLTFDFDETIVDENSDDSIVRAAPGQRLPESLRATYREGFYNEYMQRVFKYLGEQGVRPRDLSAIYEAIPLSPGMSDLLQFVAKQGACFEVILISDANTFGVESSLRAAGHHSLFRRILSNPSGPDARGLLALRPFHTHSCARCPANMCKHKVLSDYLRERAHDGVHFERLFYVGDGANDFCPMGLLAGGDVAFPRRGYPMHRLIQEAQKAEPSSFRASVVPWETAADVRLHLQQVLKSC
NS3 helicase inh: inhibitors of HCV NS3 helicase, primary screen, biochemical, Cy5 molecular beacon fluorescence; Hepatitis C virus NS3 helicase; NS3 helicase DNA unwinding; inhibition, % at 10.9 µM; 0.56% of 290,000 active; AID 1800, 2009;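 active means inhibition above the mean of all tested compounds plus 3 SD, set per campaign, cut at about 35% in these data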;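 further: 0% = DMSO wells and 100% = thioflavine S control wells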
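Measured by: Cy5 fluorescence, 0 and 60 min reads / Assay system: NS3 helicase fragment of HCV / Control set: low DMSO, high thioflavine S at 110 µM / Times: 1 h reaction at 25 °C, ATP-initiated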
UBC9 SUMO inh: inhibitors of in vitro SUMOylation cascade, primary screen, biochemical, HTRF, uHTS; AID 2006, 2009; HTRF SUMOylation assay, SAE1/SAE2 + UBC9; inhibition, % at 35 µM; 0.36% of 290,000 active; in the data active means inhibition above about 50%, passing the limit was not always enough; further: strong numbers were not always called active
Target sequence (P63279 whole entry, looked up): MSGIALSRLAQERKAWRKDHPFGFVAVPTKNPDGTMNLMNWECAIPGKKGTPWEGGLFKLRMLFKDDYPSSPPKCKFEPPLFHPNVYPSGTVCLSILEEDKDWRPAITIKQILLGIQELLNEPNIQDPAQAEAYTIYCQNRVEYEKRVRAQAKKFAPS
VIM-2 inhibitor: VIM-2 metallo-beta-lactamase inhibitors, primary screen, biochemical, epi-absorbance readout, Pseudomonas aeruginosa enzyme; 0.89% of 290,000 active; inhibition, % at 5.6 µM; purified VIM-2, nitrocefin hydrolysis, epi-absorbance fluorescence;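 active means inhibition above the mean of all tested compounds plus 3 SD, cutoff set per screening run, cut at about 7.5% in these data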;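 further: red hydrolysis product quenches plate fluorescence so inhibitors raise well fluorescence; 0% = enzyme with DMSO and 100% = DMSO without enzyme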
* = called active by the depositor; / = not tested or not shown; [ ] = remark or other dose. Not all compounds are listed (hit frequency here may not be typical).

SMILES	MEKK3 PB1 HTS	IDE cell activ	pCIP destab	DNA FID counter	IMP-1 inh	PHOSPHO1 inh	NS3 helicase inh	UBC9 SUMO inh	VIM-2 inhibitor
COC(=O)C(c1ccccc1)C(C(=O)OC)c1ccccc1 (stereo not given)	99	0	-13	-4	-1.9	36	4	3	-2.6
Cc1cc(C)n(-c2ccc(Cl)c(C(=O)Nc3ccc(OC(F)(F)F)cc3)n2)n1	92	4	12	2	-4.1	3	-2	-13	-3.0
Cc1ccc(-n2nc(C)c3c2OC(N)=C(C#N)C3c2ccoc2)cc1 (stereo not given)	101	4	-6	-12	-1.5	31	45*	85	-0.4
CS(=O)(=O)N1CCC(C(=O)NCc2ccc(Cl)cc2Cl)CC1	102	8	-7	-4	-1.8	-8	-2	-7	-2.0
Cc1ccc(C)c(N(Cc2ccccc2F)S(C)(=O)=O)c1	101	2	6	-15	-4.0	-29	-6	10	0.3
Cn1c(SCc2ccc([N+](=O)[O-])cc2)nnc1-c1cccnc1	100	2	-5	2	-1.9	29	7	1	-0.7
CCOCCCNC(=O)C1CCN(S(=O)(=O)N(CC(C)C)CC(C)C)CC1	96	2	-5	-34	-2.4	3	-1	-15	-4.2
CCOC(=O)COc1c(/C=N\OC)cc(Cl)cc1OC	109	1	8	13	-2.2	20	5	-7	0.1
Cc1ccc(-n2c(C)c(C)c3c(N)ncnc32)cc1	101	2	-3	-9	-3.6	-24	5	-6	-1.4
Nc1nnc(SCc2ccc(F)cc2)n1-c1ccccc1	72	-1	-3	-3	-3.5	15	-4	12	-2.6
O=C(C1CCCO1)N(Cc1ccccc1)c1ccccc1 (stereo not given)	98	4	-12	-7	-0.1	-21	3	10	-0.3
CN(C)S(=O)(=O)c1ccc(S(=O)(=O)N2CCCC(C(=O)NC3CC3)C2)cc1 (stereo not given)	100	5	-17	-3	-1.1	11	-6	-5	-2.3
O=C(c1oc2ccccc2c1N1CCCCC1)N1CCCCC1	103	8	0	-19	-4.1	-45	3	2	-1.8
CCC(=O)c1ccc(N2CCN(C(=O)c3ccccc3)CC2)c(F)c1	94	0	-10	-30	-3.8	53	-3	9	-2.5
COc1ccc(NC(=O)C/C(C)=N/NC(=O)C(=O)NC(C)C)c(OC)c1	96	-3	-15	-19	-3.3	28	-7	40	-2.7
CCNC(=O)C(Sc1ccccc1)c1ccccc1 (stereo not given)	99	3	13	-1	-2.7	13	10	12	-2.2
COC(=O)CSc1nc(N)c(C#N)c(CC(C)C)c1C#N	90	-2	-4	-6	-1.2	-15	-15	0	-0.9
CCOC(=O)Cn1nnc(-c2ccccc2)n1	96	2	6	-3	-0.2	-8	6	-51	-0.2
CCCCN(C/C=C/c1ccccc1OC)Cc1ccccc1	106	7	-2	2	-2.3	24	-19	-3	-4.0
CCc1ccc(N2CC(C(=O)Nc3ccc(S(=O)(=O)NCC4CCCO4)cc3)CC2=O)cc1 (stereo not given)	101	-3	-2	-36	-0.7	23	-26	10	-2.0
Cc1cccc(NC2=NC(=S)N(c3ccc(C(=O)O)cc3)C23CCCCC3)c1	/	2	-7	-27	0.1	4	12	29	-1.4
Cc1ccc(SCC(=O)Nc2ccc(S(=O)(=O)Nc3ncccn3)cc2)cc1	102	4	-6	-23	0.5	50	12	14	-3.4
CCOC(=O)CN(C(=O)CSc1nnc(-c2cccc(OC)c2)o1)c1ccc(F)cc1	101	3	-34	-27	-5.1	-10	5	13	-2.3
COc1ccc(COC(=O)N/C=C/c2ccco2)cc1	101	-9	-13	-4	-2.8	15	10	22	-1.9
CSc1ccc(-c2nnn(CC(=O)NCc3ccccc3)n2)cc1	97	7	-10	-6	-1.0	18	-6	10	-1.2
Next section.
SMILES	MEKK3 PB1 HTS	IDE cell activ	pCIP destab	DNA FID counter	IMP-1 inh	PHOSPHO1 inh	NS3 helicase inh	UBC9 SUMO inh	VIM-2 inhibitor
CC1Cc2cc(/C(O)=C3/C(=O)C(=O)N(CCCn4ccnc4)C3c3cccnc3)ccc2O1 (stereo not given)	101	3	6	-3	-1.4	-6	9	14	1.9
COc1c(C)cc(C(=O)C2CCCN(C(=O)c3cccc(-n4cccn4)c3)C2)cc1C (stereo not given)	104	0	-2	-30	-1.9	35	-5	5	-1.5
Cc1ccc(NC(=O)CSc2nc(NS(=O)(=O)c3ccc(C)cc3)cc(=O)[nH]2)cc1	102	8	0	-3	-0.7	17	9	17	-2.1
CC(C)CN(CC(C)C)S(=O)(=O)N1CCC(C(=O)NCCc2ccc(Cl)cc2)CC1	99	1	-14	-15	-0.2	13	-1	-16	-3.6
CCCCN1C(=S)NC[C@@H]1c1ccccc1	105	6	4	-5	-1.8	22	-4	1	-2.1
Cc1cc(C)n(Cc2nc3ccccc3n2C)n1	106	4	-3	3	-3.2	7	4	-1	-2.5
CCCCCn1c(=O)[nH]c2cc(C(=O)NCc3ccccn3)ccc2c1=O	97	9	-8	-5	-4.1	24	-4	7	-1.4
Cc1cc(Cl)c(S(=O)(=O)NCc2ccncc2)cc1OCC(N)=O	104	-3	-17	-5	-0.8	-7	2	-7	0.1
CC(C)CNc1cc(Cl)c(S(=O)(=O)NCC(C)C)cc1C(=O)O	96	4	-12	-36	0.8	-13	32	-7	-3.2
Cc1ccc(S(=O)(=O)N(C)CCCC(=O)N2CCN(C=O)CC2)cc1	103	-1	1	-7	-2.9	20	-2	4	2.0
O=C(NCCCN1CCOCC1)c1cc(C(=O)C2CCCCC2)c[nH]1	88	1	0	8	-1.8	16	-11	-2	1.4
CN1CCN(C(=O)C2CC(c3c(F)cccc3Cl)=NO2)CC1 (stereo not given)	104	-2	-8	3	-0.8	-10	3	10	0.3
COC(=O)c1ccc(C(=O)OC)c(NC(=O)Nc2ccc3c(c2)OCO3)c1	102	-4	-9	0	0.1	-6	6	27	0.4
COc1ccc(/C=N/NC(=O)c2ccccc2OC)cc1COc1ccc(C)cc1	102	8	-13	-25	-0.4	28	1	10	-5.0
Cc1ccc(NC(=O)/C(=C/c2cccc([N+](=O)[O-])c2)NC(=O)C2CCCCC2)cc1	93	6	2	-1	-2.2	31	-3	12	-0.5
COC(=O)c1onc(-c2ccccc2)c1C(=O)OC	103	-1	5	1	-5.3	-34	0	2	-3.5
NSc1nc(N)c2nc(-c3ccccc3)c(-c3ccccc3)nc2n1	96	-10	-9	1	-3.5	30	-3	40	-3.1
Cc1sc2ncnc(SCC(=O)N3CCCCC3)c2c1C	95	-1	-6	-32	-1.2	35	-4	4	4.4
S=C1NCN(Cc2ccccc2)CN1	104	2	-16	-1	-3.1	0	-7	-2	-3.5
Cc1cc(C)cc(NC(=O)CSc2nnc(Cc3cccn3C)n2-c2ccc(F)cc2)c1	98	1	1	-33	-4.6	-14	14	0	-4.7
CN(C)c1ccc(/C=C(/NC(=O)c2ccccc2)C(=O)N/N=C/c2ccc([N+](=O)[O-])c(O)c2)cc1	98	8	-14	-17	-1.5	-30	21	19	-0.3
CC1=CC(C)(C)N(C(=O)Nc2ccccc2)c2ccccc21	43*[inhibitor]	-2	11	0	-1.3	-8	4	-13	-0.5
CCc1ccc(-n2cc(-c3ccc(F)cc3)[n+]3c2SCCC3)cc1	97	2	-3	14	-3.1	7	-7	15	2.1
CC(=O)c1sc(-c2ccc(F)cc2)cc1NS(=O)(=O)c1ccccc1	99	2	-7	1	-2.5	-1	-2	-2	-2.4
Cc1nc(N2CCN(C(=O)c3ccco3)CC2)c2oc3ccccc3c2n1	106	3	-7	/	/	3	/	11	/
Next structures follow.
SMILES	MEKK3 PB1 HTS	IDE cell activ	pCIP destab	DNA FID counter	IMP-1 inh	PHOSPHO1 inh	NS3 helicase inh	UBC9 SUMO inh	VIM-2 inhibitor
CC(C)[C@H](NS(=O)(=O)c1ccccc1)C(=O)OCn1nnc2ccccc2c1=O	104	-4	-3	-10	-1.2	6	-5	10	-2.0
O=C(Nc1ccc(S(=O)(=O)N2CCCCC2)cc1)C1CCN(C(=O)c2ccco2)CC1	98	2	1	-40	-2.1	15	5	5	-2.5
CCOc1ccc(N(CC(=O)Nc2ccc(C)cc2)S(=O)(=O)c2c(C)noc2C)cc1	99	2	-27	-1	-1.4	0	-2	18	-0.2
Cc1cc(=O)oc2cc(OCC(=O)OCC(=O)NC(=O)NC(C)C)ccc12	127	1	-6	-4	-5.7	1	3	15	-3.1
COc1ccc(-c2[nH]nc3c2C(c2ccccc2OC(=O)N2CCOCC2)C(C#N)=C(N)O3)cc1 (stereo not given)	102	4	-1	-15	-4.3	3	7	-1	-7.5
Cc1ccn2cc(CNC(=O)c3cccs3)nc2c1	106	-4	-5	-1	-3.7	22	4	10	-4.4
O=C(CSc1nncc2ccccc12)N1CCOCC1	110	0	-8	-2	-3.5	31	3	14	0.4

Copied from the results shown for reference:
SMILES	MEKK3 PB1 HTS	IDE cell activ	pCIP destab	DNA FID counter	IMP-1 inh	PHOSPHO1 inh	NS3 helicase inh	UBC9 SUMO inh	VIM-2 inhibitor
CN(C)c1ccc(/C=C(/NC(=O)c2ccccc2)C(=O)N/N=C/c2ccc([N+](=O)[O-])c(O)c2)cc1	98	8	-14	-17	-1.5	-30	21	19	-0.3
CC1=CC(C)(C)N(C(=O)Nc2ccccc2)c2ccccc21	43*[inhibitor]	-2	11	0	-1.3	-8	4	-13	-0.5
CCc1ccc(-n2cc(-c3ccc(F)cc3)[n+]3c2SCCC3)cc1	97	2	-3	14	-3.1	7	-7	15	2.1
CC(=O)c1sc(-c2ccc(F)cc2)cc1NS(=O)(=O)c1ccccc1	99	2	-7	1	-2.5	-1	-2	-2	-2.4
Cc1nc(N2CCN(C(=O)c3ccco3)CC2)c2oc3ccccc3c2n1	106	3	-7	/	/	3	/	11	/
CC(C)[C@H](NS(=O)(=O)c1ccccc1)C(=O)OCn1nnc2ccccc2c1=O	104	-4	-3	-10	-1.2	6	-5	10	-2.0
O=C(Nc1ccc(S(=O)(=O)N2CCCCC2)cc1)C1CCN(C(=O)c2ccco2)CC1	98	2	1	-40	-2.1	15	5	5	-2.5
CCOc1ccc(N(CC(=O)Nc2ccc(C)cc2)S(=O)(=O)c2c(C)noc2C)cc1	99	2	-27	-1	-1.4	0	-2	18	-0.2
Cc1cc(=O)oc2cc(OCC(=O)OCC(=O)NC(=O)NC(C)C)ccc12	127	1	-6	-4	-5.7	1	3	15	-3.1

Compound activity deposited in PubChem BioAssay by several laboratories.
